NPY1 pot ag – NPY-Y1 receptor potentiators or agonists, primary screen, cell-based; AID 1304, 2008; activation, % at 3.6 µM; Neuropeptide Y receptor type 1 (Homo sapiens), P25929; NPY-Y1 expressing cells, potentiator/agonist activation; 220,000 tested, 0.37% active; in the data active = activation above about 33%, passing the limit was not always enough;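 note: cells stimulated with NPY at EC10 then isoproterenol at EC100; 0% = low agonist plus stimulus and 100% = saturating agonist plus stimulus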
EP2 mod – EP2 receptor modulators, cAMP readout, primary screen, cell-based, HTRF cAMP, PGE2 stimulation | induction, % at 25 µM | Prostaglandin E2 receptor EP2 subtype (Homo sapiens), P43116 | EP2-expressing cells, cAMP HTRF FRET, PGE2 co-stimulation | 260,000 tested, 0.83% active;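 active = compounds whose cAMP rise, as percent of the full-agonist control response, exceeds 60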;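 note: rat C6 glioma line stably carrying human EP2 under a CMV promoter; the protocol text gives 20 µM as final concentration; 100% = response of wells given 1 µM PGE2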
S1P4 antagonist – S1P4 receptor antagonists, primary screen, cell-based | Sphingosine 1-phosphate receptor 4 (Homo sapiens), O95977 | S1P4-expressing cells, antagonist mode, reporter read-out | inhibition, % at 4.98 µM | 220,000 tested, 0.26% active | AID 1510, 2009; in the data active = inhibition above about 29%;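 note: 0% = wells stimulated with agonist and 100% = vehicle wells without agonist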
Target sequence (O95977 whole entry, looked up): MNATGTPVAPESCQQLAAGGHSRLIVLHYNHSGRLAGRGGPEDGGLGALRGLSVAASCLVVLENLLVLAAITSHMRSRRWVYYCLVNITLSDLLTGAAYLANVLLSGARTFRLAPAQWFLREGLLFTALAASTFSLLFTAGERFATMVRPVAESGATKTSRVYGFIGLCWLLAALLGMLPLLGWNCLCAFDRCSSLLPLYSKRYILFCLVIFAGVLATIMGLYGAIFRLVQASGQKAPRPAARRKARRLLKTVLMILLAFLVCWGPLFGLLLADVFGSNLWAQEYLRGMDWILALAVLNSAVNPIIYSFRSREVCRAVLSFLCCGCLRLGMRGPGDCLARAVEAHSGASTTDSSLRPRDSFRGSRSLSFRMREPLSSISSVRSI
NPY2 pot ag – NPY-Y2 potentiators or agonists, primary screen, cell-based. 220,000 tested, 0.45% active. AID 1359, 2008. Neuropeptide Y receptor type 2 (Homo sapiens), P49146. activation, % at 3.6 µM. cells expressing NPY-Y2, potentiator/agonist read-out; in the data active = activation above about 27%;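 note: cells stimulated with NPY near EC25 plus isoproterenol at EC100; 0% = vehicle plus submaximal agonist and 100% = vehicle plus saturating agonist; some results beyond the cut were filed as inactive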
Target sequence (P49146 whole entry, looked up): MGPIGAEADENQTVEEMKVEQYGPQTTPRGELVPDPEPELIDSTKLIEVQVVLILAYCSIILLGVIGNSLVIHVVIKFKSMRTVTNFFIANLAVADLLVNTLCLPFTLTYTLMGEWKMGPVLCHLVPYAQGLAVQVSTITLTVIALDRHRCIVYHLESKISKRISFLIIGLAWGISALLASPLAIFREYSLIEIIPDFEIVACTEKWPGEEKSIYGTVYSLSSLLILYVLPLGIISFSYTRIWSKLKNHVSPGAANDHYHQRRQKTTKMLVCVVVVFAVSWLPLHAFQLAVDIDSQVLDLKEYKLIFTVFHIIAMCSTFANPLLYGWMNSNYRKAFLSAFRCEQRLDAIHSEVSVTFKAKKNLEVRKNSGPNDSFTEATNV
p97 inhibitor – inhibitors of human p97 ATPase, primary screen, biochemical. recombinant p97 ATPase, Kinase-Glo ATP luminescence, 3 h. 220,000 tested, 0.42% active. Transitional endoplasmic reticulum ATPase (Homo sapiens), P55072. inhibition, % at 8 µM; in the data active = inhibition above about 15%;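 note: 0% = DMSO vehicle and 100% = wells lacking enzyme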
EP2 antag – human EP2 receptor antagonists, primary screen, TR-FRET cAMP, C6 glioma cells. AID 1422, 2008. C6 glioma cells expressing human EP2; cells stimulated with saturating PGE2. inhibition, % at 25 µM. 260,000 tested, 0.52% active;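 active = percent inhibition above 40 after rounding to a whole number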;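 note: rat C6 glioma host cells with rolipram phosphodiesterase inhibitor present; the protocol text gives 20 µM as final concentration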
S1P4 ag – S1P4 receptor agonists, primary screen, cell-based. AID 1509, 2009. Sphingosine 1-phosphate receptor 4 (Homo sapiens), O95977. S1P4-expressing cell line, agonist reporter assay. activation, % at 4.98 µM. 220,000 tested, 0.35% active; in the data active = activation above about 11%;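 note: 0% = DMSO vehicle and 100% = reference agonist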
eIF4E 4G PPI – eIF4E–eIF4G protein interaction inhibitors, primary screen, biochemical, uHTS, TR-FRET, eIF4GI fragment. Eukaryotic translation initiation factor 4E (Mus musculus) + Eukaryotic translation …. TR-FRET eIF4E-eIF4GI(517-606) binding, 2 h. inhibition, % at 21.7 µM. 220,000 tested, 0.37% active. AID 782, 2007;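 active = inhibition above about 30%, limit read from the data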;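 note: 0% = full FRET control wells and 100% = background wells lacking eIF4GI fragment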
NPY-Y1 antag – NPY-Y1 receptor antagonists, primary screen, cell-based; Neuropeptide Y receptor type 1 (Homo sapiens), P25929; HEK293-CNG Y1 cells, membrane potential fluorescence; NPY at EC95, then isoproterenol; inhibition, % at 3.6 µM; 200,000 tested, 1% active;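 active = inhibition above the campaign mean inhibition of all tested compounds plus 3 SD, cut at about 20% in these data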;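 note: 0% = DMSO wells given NPY plus isoproterenol and 100% = isoproterenol alone without NPY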
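Material: HEK293 Y1/CNG channel cell line; also added: NPY (25 nM), isoproterenol (1 µM), Ro 20-1724 (25 µM); doses: one concentration, 3.6 µM, in 0.4% DMSO; schedule: compound incubation 1 h at room temperature, readout 45 min post-stimulation; technique: membrane potential fluorescence; measure: fluorescence ratio normalized to % inhibition between controls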
Starred values were filed as active, the others as inactive; · = no result given; & = joins results of further samples; [ ] = another dose, or the depositor's remark.

Each structure is followed by: NPY1 pot ag, EP2 mod, S1P4 antagonist, NPY2 pot ag, p97 inhibitor, EP2 antag, S1P4 ag, eIF4E 4G PPI, NPY-Y1 antag
- CC(C)(C)OC(=O)NCCCC[C@H](NC(=O)c1nc[nH]c1C(=O)NC(c1ccccc1)c1ccccc1)C(=O)OC(C)(C)C
    0, -12, 13, 4, -9, 4, 0.1, 1, -1
- CC1CCCCN1S(=O)(=O)c1ccc(C(=O)Nc2nnc(-c3ccncc3)o2)cc1 (stereo unspecified)
    -2, 11, 12, 8, -1, 6, 0.9, -4, 0
- CC1CCC(C(C)C)C(OP(=O)(c2ccc(N(C)C)cc2)C(O)c2cccnc2)C1 (stereo unspecified)
    -5, 10, -6, 8, -5, 4, -0.8, 1, -1
- Cc1ccc(CSc2nc3ccncc3[nH]2)cc1
    3, 8, -14, -13, -27, 8, 1.1, -4, 1
- CCOC(=O)CCCSc1nc2sc3c(c2c(=O)[nH]1)CCC3
    0, -2, 8, -7, 0, 3, -1.2, -1, 6
- Cc1ccc(-c2cc(=O)c3cc(F)ccc3[nH]2)cc1
    -16, 10, 14, 7, 4, 13, 0.7, 3, -3
- COC(=O)c1cccc(NC(=O)Nc2ccccc2OC)c1
    5, -26, -4, -17, 2, 4, -1.8, 2, 2
- Cc1ccccc1C1N(c2nccs2)C(=O)C2CCCN21 (stereo unspecified)
    16, 7, -22, 10, 4, 2, 2.8, 1, -4
- CN(C(=O)COC(=O)c1ccc[nH]c1=O)C1CCCCC1
    1, 20, -22, 7, 0, 0, 0.9, -1, -2
- CC(=O)N1C(=O)N(C)C2C1N(C(C)=O)C(=O)N2C (stereo unspecified)
    13, 17, -7, 7, 4, 12, -0.8, 3, -2
- CC(C)NS(=O)(=O)c1cc(C(=O)O)ccc1Cl
    -16, 14, -6, -11, -6, 5, -0.9, -5, -1
- CC(C)OC(=O)C(C(=O)C(F)(F)F)c1cc(NS(=O)(=O)c2ccc3ccccc3c2)c2ccccc2c1O (stereo unspecified)
    -26, 18, 7, -6, 6, 10, 0.1, 2, -1
- CCOC(=O)c1sc(=S)n(-c2ccc(Cl)cc2)c1SC
    -27, 46, -12, 1, -8, 3, -1.6, 0[fluorescence artefact?], 8
- CC(Sc1nc2scc(-c3ccccc3)c2c(=O)[nH]1)C(=O)NC(N)=O (stereo unspecified)
    5, -6, 11, -38, 15*, 6, 0.2, -3, ·
- COc1ccc(CNC(=O)C2CCC(CNS(=O)(=O)c3cccc4nsnc34)CC2)cc1 (stereo unspecified)
    20, 0, -2, 9, 10, 6, 1.6, 0, 1

Limited to NPY-Y1 antag, for two of the compounds above:
| Structure | NPY-Y1 antag |
| --- | --- |
| CC(C)OC(=O)C(C(=O)C(F)(F)F)c1cc(NS(=O)(=O)c2ccc3ccccc3c2)c2ccccc2c1O (stereo unspecified) | -1 |
| CCOC(=O)c1sc(=S)n(-c2ccc(Cl)cc2)c1SC | 8 |

Next part
Each structure is followed by: NPY1 pot ag, EP2 mod, S1P4 antagonist, NPY2 pot ag, p97 inhibitor, EP2 antag, S1P4 ag, eIF4E 4G PPI, NPY-Y1 antag
- NC1=NC(=Nc2ccccc2)c2ccccc21
    -3, 13, -6, 17, 3, 11, -0.6, 3, -1
- COc1ccc(/C=N/NC(=O)c2cccc([N+](=O)[O-])c2)cc1OC
    3, -5, 5, 10, 7, 4, 3.0, 1, 0
- CC1(c2ccccc2)NC(=O)N(CC(=O)NC(=O)NC2CCCC2)C1=O (stereo unspecified)
    12, -5, -17, 18, 3, 7, -1.2, 9, -4
- COc1ccc(OC)c(-n2cnc3cc(C(=O)NCCCN4CCOCC4)ccc32)c1
    -8, -3, -33, 2, -1, 20, -1.4, 4, 2
- NC(=O)NC(=O)COC(=O)CNS(=O)(=O)c1ccc(F)c(F)c1F
    0, 0, 5, 3, -4, 11, -0.9, -4, ·
- CCCCc1nnc(NC(=O)CSc2nc(=O)cc(N)n2-c2ccccc2)s1
    -21, 14, 14, -18, -2, 10, 0.2, -2, 0
- COc1ccc(C(=O)NNC(=S)NC(=O)/C=C/c2cccs2)cc1
    -3, -29, -9, -6, 5, 3, 0.3, -1, 1
- O=C(COc1ccc(NS(=O)(=O)c2ccc(F)cc2)cc1)N1CCOCC1
    -7, 11, -12, -4, 5, 4, 2.1, -1, 3
- COCCn1c(SCc2nc3ccccc3c(=O)[nH]2)nc2ccccc2c1=O
    -16, -35, 10, 8, -4, 5, 0.7, -1, 4
- CCN(CC)C(=O)N1CCN(S(=O)(=O)c2ccccc2)CC1
    8, 0, 0, 1, 2, 8, 0.7, 6, -1
- COC(=O)c1ccc(N=NN2CCCCC2)cc1
    -1, 40, -17, -9, 1, 11, 0.0, 0, -1
- CCOc1cc2[nH]c(=O)n(Cc3ccccc3)c(=O)c2cc1OCC
    3, -20, -27, -10, 0, 6, -1.2, -1, 3
- CC(NC(=O)Cc1ccc(F)cc1)C(c1cccs1)N1CCN(C)CC1 (stereo unspecified)
    -3, 14, -14, 0, 5, 11, -0.4, 0[fluorescence artefact?], 0
- CCOC(=O)c1oc2ccccc2c1NC(=O)c1cccc(OC)c1
    -66, 63*, -17, -16, 2, 5, 1.2, 5, 12
- O=S(=O)(c1ccccc1)N(CC1CO1)c1cccc2ccccc12 (stereo unspecified)
    12, 38, -13, -10, -6, 6, -0.3, -1, 5
- COc1ccccc1N(C)S(=O)(=O)c1ccc(C(=O)N2CCC(C(N)=O)CC2)cc1
    4, 11, -18, 3, 1, 9, 0.7, -5, -5
- S=C(Nc1ccccc1Cl)N1CCCCCC1
    9, 3, -26, 4, 4, 2, 0.8, -3, -2
- CCN(CC)CCCOC(=O)C1(c2ccccc2)CCCC1
    -25, -24, -14, -3, 2, 16, 2.1, -3[fluorescence artefact?], 8
- CC(C)(C)NC(=O)C(c1ccncc1)N(C(=O)Cn1nnc(-c2ccc(F)cc2)n1)c1ccccc1 (stereo unspecified)
    11, 20, -4, -5, 3, 10, 1.8, -2, -3
- Cc1cc(C)c(-c2cc(C(F)(F)F)no2)c(=O)[nH]1
    -11, -1, -2, 6, 9, 7, 2.1, 2, 0
- CCCCCC(=O)NC(=S)Nc1ccc2oc(=O)ccc2c1
    -34, -39, 7, -21, -1, 2, 0.5, -2, 5
- COc1cccc(NC(=O)NCCCN2CCN(c3ccc(F)cc3)CC2)c1
    7, -14, -2, -7, -1, 15, 1.1, -7, 7
- CCCCn1c(=O)n(CC(=O)NCc2ccc(C)cc2)c(=O)c2c1nc(CO)n2CCC
    -1, -8, -6, -9, -1, 23, -0.3, -2, 3
- N/C(=N/O)c1cccn1Cc1ccccc1[N+](=O)[O-]
    -5, 2, 1, -4, 8, 7, -0.9, 3, -1
- O=C(c1cccs1)N1CCN=C1SCc1cccnc1
    13, 10, 0, 22, 4, 6, 0.1, 2, -3
- Cc1cccc(C(=O)OCC(=O)Nc2sc3c(c2C#N)CCC3)c1
    -18, -17&-41, -1, 9, 4, 20&20, -0.2, 12, 4
- O=C(NCc1ccco1)c1cc2ccc(O)cc2oc1=O
    -3, 21, -127, 12, -13, 4, 112*, ·, -5
- O=C(Nc1ccccc1O)c1nc(Cl)ccc1Cl
    -5, -16, 0, -4, 3, 5, 0.7, -2, 3
- CCc1cc(C(=O)N2CCCC(CCC(=O)NCc3cccc(OC)c3)C2)no1 (stereo unspecified)
    -4, -9, -1, -7, 3, 4, 1.1, 4, -3
- O=C(Nc1cccc(Cl)c1)Nc1nc(-c2ccccc2)cs1
    -6, -61, 0, 0, 4, 8, 0.2, 2, -8
- CC(=O)OCCN(Cc1ccccc1)Cc1ccc2c(c1)OCO2
    -11, 27, -12, -15, -4, 5, -2.1, 4, -1
- Cc1cccc(C)c1OC1(c2ccccc2)OC(=O)c2ccccc21 (stereo unspecified)
    -10, 46, -13, -20, 1, 7, 0.6, -14, 22*
- Cc1cc(C(F)(F)F)c(C#N)c(SCC(=O)NC(C)(C)C)n1
    -11, 2, -22, 4, -6, 5, 0.3, 1, 11
- Oc1c(C(c2ccco2)N2CCOCC2)sc2ncnn12 (stereo unspecified)
    4, 3, -9, 6, 1, 5, -0.3, 3, 5
- COc1ccc(CC(NC(C)=O)C(=O)NC2CCN(C(=O)NCc3ccccc3)CC2)cc1OC (stereo unspecified)
    13, 19, -4, -11, 3, 9, -0.3, ·, -4
- Cn1c(Cc2ccccc2)nnc1SCc1nc2ccccc2c(=O)[nH]1
    10, 8, 0, 7, 11, 3, -0.6, 1, -5
- O=C(O)CSc1c(-c2ccccc2)c2cc(Cl)ccc2[nH]c1=O
    -40, 2, -10, -13, -1, 19, 2.7, 6[fluorescence artefact?], 11
- O=C(O)c1ccc(NS(=O)(=O)c2ccc3c(c2)C(=O)c2cc(S(=O)(=O)Nc4ccc(C(=O)O)cc4)ccc2-3)cc1
    8, 30, -24, 2, 7, 9, 1.7, -2, 6
- CS(=O)(=O)N(CC(=O)Nc1ccccc1C(=O)NCc1ccccc1)c1ccc2c(c1)OCCO2
    -11, -12, 4, -5, 1, 2, -3.8, -4, 1
- CC(C)N(C)CCOC(=O)c1ccccc1Cl
    7, 0, -35, -9, -6, 6, 1.4, -2, -1
- Cc1ccc(OCC(=O)Nc2cc(-c3nn4c(C)nnc4s3)ccc2C)cc1
    13, 22, 9, -14, 7, 6, 1.3, 1, -2
- CC(Oc1cccc(Cl)c1)c1ccnc2nc(/N=C/N(C)C)nn12 (stereo unspecified)
    -3, 5, -12, 5, -1, 3, -0.8, 6, -3
- O=C(Nc1ccccc1N1CCN(C(=O)c2ccc(Cl)cc2)CC1)c1cc(Br)ccc1Cl
    -10, 9, -16, -1, 0, 3, 1.1, -8, 10

Only part of the results is shown (hit frequency here may not be typical).
